MRP-1 activ: activators of MRP-1. H69AR cells + doxorubicin, viability rescue, CellTiter-Glo. viability increase, % at 10 µM. 140,000 tested, 0.61% active. AID 799;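 active means viability gain under doxorubicin at or above a set limit, the compound median plus 3 SD, cut at about 4.7% in these data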;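 further: MRP-1 overexpressing cells given doxorubicin 25 µM after compound pretreatment; 18-22 h compound pretreatment then 72 h with doxorubicin before readout; 0% = doxorubicin-only wells and 100% = vehicle-treated cells without doxorubicin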
BB579 growth dn: chemicals that inhibit yeast BB579 growth in restrictive medium (lifespan-shortening candidates) | S. cerevisiae BB579 growth, OD615, 48 h | inhibition, % at 10 µM | 140,000 tested, 0.51% active | AID 804;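 active means inhibition above a set limit, 3 SD over the mean compound inhibition, cut at about 44% in these data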; further: inactives centre near -24
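System: Saccharomyces cerevisiae DeaD strain BB579, replicative lifespan model yeast. Buffer or medium: restrictive glucose-based CSMM-D medium. Doses: one dose, 10 µM compound with 0.25% DMSO. Timing: 4 h preincubation and 48 h exposure at 30 °C. Detection: turbidity as optical density at 615 nm. Benchmarks: amphotericin B 10 µg/mL, positive.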
E-sel TNF inh: blocks E-selectin expression induced by TNF alpha; HUVEC TNFa-induced E-selectin immunofluorescence, high content; inhibition, % at 2 µM; 120,000 tested, 0.71% active; AID 1246;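 active means inhibition above the batch mean plus 3 SD, and confirmed as a hit on visual image review, cut at about 43% in these data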;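 further: 0% = TNF-stimulated DMSO wells and 100% = unstimulated control wells; not every result past the cut was called active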
Phagocytosis inh: blocks phagocytosis by macrophages; inhibition, % at 5 µM; J774A.1 macrophage IgG-bead phagocytosis, imaging; AID 1029; 110,000 tested, 0.07% active;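 active means inhibition above the mean of the plate negative controls plus 5 SD, cut at about 13% in these data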;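 further: phagocytic index as fraction of beads internalized from green versus red external bead signal; plate controls were DMSO negative control for no effect and cytochalasin-D positive control for full effect; some results beyond the cut were filed as inactive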
HCT116 PTEN-null: PTEN-deleted cell growth suppression | AID 827 | 140,000 tested, 1.2% active | viability, % at 10 µM | HCT116 PTEN-null viability, CellTiter-Glo, 60 h; hits give low values;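 active means viability at or below a set limit, 4 SD under the median of all tested compounds, cut at about 3.7% in these data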;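 further: PTEN knockout HCT116 line with beta catenin targeted HCT116 as companion control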
NPY-Y2 antag: blocks the human neuropeptide Y Y2 receptor; P49146; NPY-Y2 expressing cells, antagonist mode; inhibition, % at 2.7 µM; 140,000 tested, 0.99% active; AID 793; in the data active means inhibition above about 17%;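 further: 0% = vehicle with agonist challenge and 100% = reference antagonist with challenge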
Target sequence (P49146 whole entry, looked up): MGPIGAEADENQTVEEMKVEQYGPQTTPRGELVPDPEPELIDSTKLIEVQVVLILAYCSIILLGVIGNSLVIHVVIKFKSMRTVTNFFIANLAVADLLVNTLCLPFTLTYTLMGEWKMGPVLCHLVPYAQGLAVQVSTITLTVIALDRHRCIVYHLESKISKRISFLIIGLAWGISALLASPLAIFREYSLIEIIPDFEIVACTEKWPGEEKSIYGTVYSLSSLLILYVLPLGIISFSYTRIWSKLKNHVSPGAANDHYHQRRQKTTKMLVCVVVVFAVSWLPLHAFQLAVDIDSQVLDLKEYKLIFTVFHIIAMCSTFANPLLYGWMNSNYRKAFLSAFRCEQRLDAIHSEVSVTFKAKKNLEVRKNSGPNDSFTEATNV
HCT116 bCat-KO: beta-catenin-lacking colon tumor cell growth suppression; 140,000 tested, 1.5% active; HCT116 beta-catenin knockout viability, CellTiter-Glo, 60 h; hits give low values; viability, % at 10 µM; AID 818;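 active means viability at or under a set limit, the compound median less 4 SD, cut at about 6% in these data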;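 further: 0% = Hyamine 1622 control at 20 µM and 100% = untreated cell control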
GALR2 blocker: antagonists of human galanin receptor 2 (GALR2) | 140,000 tested, 0.39% active | GALR2-expressing cells, antagonist mode | inhibition, % at 4 µM | O43603; in the data active means inhibition above about 27%;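 further: cells stimulated with galanin 1-16 at roughly its EC80; 0% = agonist challenge control and 100% = basal control without agonist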
Target sequence (O43603 whole entry, looked up): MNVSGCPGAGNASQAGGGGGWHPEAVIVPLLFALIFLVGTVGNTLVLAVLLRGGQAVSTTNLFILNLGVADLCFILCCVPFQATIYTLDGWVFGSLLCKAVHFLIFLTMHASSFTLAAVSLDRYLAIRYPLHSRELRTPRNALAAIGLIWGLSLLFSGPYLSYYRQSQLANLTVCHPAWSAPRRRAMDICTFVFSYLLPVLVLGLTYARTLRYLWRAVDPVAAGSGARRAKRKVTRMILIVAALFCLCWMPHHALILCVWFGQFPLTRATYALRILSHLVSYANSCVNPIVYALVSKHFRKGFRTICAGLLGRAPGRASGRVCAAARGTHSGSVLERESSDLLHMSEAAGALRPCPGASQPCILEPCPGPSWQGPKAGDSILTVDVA
Measles CPE: protection of cells from measles virus | Measles virus-infected cells, CPE protection, absorbance | protection (pct of control), % at 4 µM | 140,000 tested, 1.5% active; in the data active means protection mostly above about 24%, no sharp cut-off; inactive means mostly below about 26%; further: some compounds called inactive have numbers as strong as hits
Yeast life ext: yeast lifespan extension; S. cerevisiae growth with nicotinamide, OD615; deaD strain in restrictive glucose medium; inhibition of the nicotinamide effect, % at 10 µM; 130,000 tested, 0.68% active;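 active means inhibition above a set limit, placed 3 SD over the median of all compounds, cut at about 26% in these data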;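 further: 0% = nicotinamide-treated wells and 100% = cells grown without nicotinamide; some compounds called inactive have numbers as strong as hits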
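Assay system: engineered S. cerevisiae DeaD replicative-lifespan strain, galactose-grown log-phase cells; medium: restrictive CSMM-D dextrose medium; also added: nicotinamide, 1.5 mM, co-present with compound; schedule: 48 h compound exposure at 30 °C, humidified; detection: absorbance at 615 nm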
* marks the source's active call; other numbers are inactive results; nt = not tested or not shown.

SMILES	MRP-1 activ	BB579 growth dn	E-sel TNF inh	Phagocytosis inh	HCT116 PTEN-null	NPY-Y2 antag	HCT116 bCat-KO	GALR2 blocker	Measles CPE	Yeast life ext
COc1ccc(-c2ccnc(SCC(=O)c3ccc(Cl)cc3)n2)cc1	-0.9	-35	-16	-8	75	15	81	-4	18	-3
O=C(N/N=C/c1ccc(OC2CSC2)cc1)c1ccccc1	0.2	-15	-33	-2	97	-1	93	-1	1	-3
CCC(=O)c1ccc(OCC(=O)N2CCc3cc(OC)c(OC)cc3C2)cc1	-1.3	-32	-20	nt	85	1	90	5	8	-13
Cc1nn(C)cc1CNC(=O)COc1ccc(Cl)cc1Cl	-0.8	-18	-4	nt	84	2	79	21	22	nt
Cc1csc(NC(=O)C2CCC(C)(C(=O)O)C2(C)C)n1 (stereo not given)	2.6	-12	-3	0	99	2	93	5	13	-3
CCOC(=O)c1sc(NS(=O)(=O)c2cc(C)ccc2C)nc1C	-2.1	2	-1	0	97	10	105	13	4	-19
CC(C)CC(c1nnnn1C1CCCC1)N1CCN(c2ccccc2F)CC1 (stereo not given)	-2.3	0	-6	-1	59	14	59	11	42*	-19
CC(=NCc1ccc2c(c1)OCO2)C1=C(O)c2ccccc2C1=O	-1.1	-41	-15	0	95	9	107	-2	29	-1
CCN(CC)CCCNC(=O)c1sc2nc(-c3ccc(F)cc3)cn2c1C	-2.7	7	nt	0	70	3	58	7	8	-10
O=C(Nc1ccc2nn(-c3ccccc3)nc2c1)c1cccnc1	-0.4	-8	11	0	35	0	38	-1	6	-30
CCc1ccccc1NC(=S)NC1CC2CCC(C1)N2Cc1ccco1 (stereo not given)	-6.4	-17	-16	nt	84	1	66	-10	6	-17
O=C1c2ccccc2C(=O)N1CC(O)CNc1ccc(Br)cc1 (stereo not given)	2.3	7	nt	-3	105	2	101	-10	24	0
O=C(CCc1nc(-c2ccccc2F)no1)NCCN1CCc2ccccc2C1	-3.0	-13	nt	0	78	1	76	-7	11	-5
NC(=O)CC[C@@H]1NC(=O)[C@H](CO)NC(=O)c2cc([N+](=O)[O-])cc(I)c2NCCCC[C@@H](C(N)=O)NC(=O)[C@H](Cc2ccc(O)cc2)NC1=O	-1.3	-34	-30	nt	97	2	97	-3	2	13
CC(C)(C)C1CCc2c(C(=O)NNC(=O)CCCC(=O)O)csc2C1 (stereo not given)	-0.9	-19	6	-4	94	3	88	-5	9	-6
COC(=O)c1nn(-c2ccc(OC)cc2)c(=O)c2c(N)sc(C)c12	-1.0	-4	nt	2	103	-1	95	-4	10	-3
Cc1ccc(S(=O)(=O)N2CCOCC2)cc1C(=O)N1c2ccccc2Sc2ccccc21	-3.5	-2	5	0	58	7	56	2	10	3
CCOC(=O)c1ccc(NC(=O)c2cccc(S(=O)(=O)N3CCOCC3)c2)cc1	-1.1	-62	nt	-1	28	2	18	7	5	-6
O=C(Nc1ncccn1)c1cccs1	-0.2	-22	-3	-1	107	-1	92	8	3	-3
CC1(C)CC(CC(=O)Nc2ccccn2)C(=O)O1 (stereo not given)	-0.9	-26	6	0	98	-1	103	-3	31	1
O=C(CSc1nc(-c2ccco2)cc(C(F)(F)F)n1)Nc1ccccc1C(F)(F)F	-4.6	-41	1	nt	55	2	57	-10	15	nt
CCNc1nc(OCCNS(=O)(=O)c2cc(C)ccc2C)nc(N(C)C)n1	-1.2	10	nt	-1	82	0	92	-5	6	-9
CCOC(=O)N1CCN(C(=S)NC(C)(C)C)CC1	-0.4	-7	13	nt	101	2	107	2	11	nt
Cc1cc(NC(=O)CSc2nc3ccccc3c(=O)n2Cc2ccccc2)no1	-0.6	-45	nt	0	100	0	96	4	13	4
Cc1ccc(-c2noc(-c3ccccc3C(=O)N3CCN(C)CC3)n2)cc1	-0.9	-49	nt	0	96	5	87	9	22	-11
O=c1c2ccccc2ncn1CCCOc1ccccc1[N+](=O)[O-]	-0.7	-9	-57	2	113	3	96	19	3	-10
Cc1ccccc1C(=O)Oc1ccccc1C(=O)N1CCOCC1	-2.6	-21	-23	nt	83	4	92	-12	16	nt
CCOC(=O)c1[nH]c2ccccc2c1NC(=O)CC	-1.2	-49	nt	0	100	2	85	3	2	-5
O=C(COc1ccc(/C=N/NS(=O)(=O)c2ccccc2)cc1)Nc1ccccc1	-0.3	-23	-64	nt	88	0	91	8	9	-16
CCc1noc(N)c1C(=O)Nc1ccc(F)c(Cl)c1	-3.2	-30	7	nt	95	0	89	1	7	-26
Cc1ccccc1SCc1noc(C(=O)NC(C)C)c1C(=O)O	-1.1	-47	22	nt	91	2	101	-6	5	-10
CC(Oc1ccc(Cl)cc1Cl)C(=O)Nc1ncccn1 (stereo not given)	-3.5	-9	0	1	84	3	86	-8	5	nt
CCOC(=O)N1CCN(c2c(NCC3CCN(Cc4cccc(C)c4)CC3)c(=O)c2=O)CC1	-1.8	-23	-4	-1	95	2	94	11	15	-2
CCc1ccc2[nH]c(=O)c(C3C(C#N)=C(N)Oc4c3ccc3cccnc43)cc2c1 (stereo not given)	-0.5	-20	11	-1	15	0	13	-3	13	-11
Cc1cc(N2CCOCC2)ncc1[N+](=O)[O-]	-2.0	11	-17	nt	87	2	86	-8	5	33
COc1ccc(/C=N/NC(=O)c2ccccc2O)cc1Cn1cc(Cl)cn1	-0.2	-40	-12	nt	102	3	99	-2	8	-15
CCOC(=O)C(NC(=O)CC)(Nc1sc2c(c1C(=O)OC)CCN(C)C2)C(F)(F)F (stereo not given)	-2.6	-15	nt	nt	103	4	112	-14	4	0
COCCN(CC(=O)NC1CCCCC1)C(=O)CSc1nc2ccccc2o1	-1.3	-59	-1	nt	90	1	85	-5	14	-10
CCOc1ccc(C(O)Cn2c(=N)n(CCN3CCCCC3)c3ccccc32)cc1 (stereo not given)	-3.0	-57	nt	-2	58	19*	59	-14	7	-6
CCS(=O)(=O)c1ccc(C(=O)Nc2cccc(Cl)c2)c(Cl)c1Cl	-4.3	-23	7	-1	67	3	78	1	2	-3
Cc1ccc(C(=O)N[C@H](C(=O)Nc2cc(Cl)cc(Cl)c2)C(C)C)cc1	1.5	-16	6	-16	87	3	90	5	19	5
COC(=O)c1ccc(C2NC(C(=O)O)CS2)cc1 (stereo not given)	0.8	-38	2	0	102	4	104	-10	12	-5
Cc1ccc(S(=O)(=O)N(C)CC(=O)N2CCCC2)cc1	0.1	-7	-12	nt	103	2	99	-24	23	nt
Cc1cc(SCC(=O)N2CCCC2)nc2ccccc12	-1.6	-35	-33	-1	97	3	99	6	12	-2
O=C(CSc1nnc2ccccn12)Nc1ncc(Cl)cc1Cl	-0.5	-26	-6	2	100	2	102	-5	3	1
COc1cc(C(=O)NCC(c2cccs2)N(C)C)cc(Cl)c1OC(C)C (stereo not given)	-3.5	-16	nt	-6	90	1	75	0	11	4
CC(O)(CS(=O)(=O)Cc1cccc(C(F)(F)F)c1)C(=O)Nc1cccc(C(F)(F)F)c1 (stereo not given)	-0.2	-17	29	nt	83	0	75	0	17	-4
COC(=O)c1[nH]c2ccccc2c1NC(=O)CN1CCCCCC1	-1.5	16	5	0	81	1	81	-7	3	-18
Cn1c(N=NC(=O)c2ccccc2)c(O)c2ccccc21	-2.9	-24	nt	-4	92	-1	91	9	5	-9
Oc1ccc2ccccc2c1C=Nc1ccccc1-c1nc2ccccc2[nH]1	-2.2	-39	-1	-1	74	0	77	1	2	39*
Additional entries follow:
SMILES	MRP-1 activ	BB579 growth dn	E-sel TNF inh	Phagocytosis inh	HCT116 PTEN-null	NPY-Y2 antag	HCT116 bCat-KO	GALR2 blocker	Measles CPE	Yeast life ext
CN(C)c1nc2ccccc2c(N)c1-c1ccccc1	-2.0	-63	0	1	37	7	23	13	9	-1
CN(C)c1ccc(/C=C2/NC(=O)NC2=O)cc1	-2.2	-1	8	-2	94	1	93	8	3	3
Cc1ccc2nc(Cc3ccc(N)cc3)oc2c1	-3.2	-33	4	-1	88	1	93	-13	15	-10
CCOc1ccc(-c2cc(NC(=O)Cn3ncc4c3-c3ccccc3OC4)on2)cc1OCC	-2.1	-39	nt	0	91	4	82	-12	18	-4
Cc1ccc(C)c(C(=O)CSc2nnnn2-c2cccnc2)c1	-1.3	-14	nt	0	98	1	89	-4	7	-13
Cc1cccc(NC(=O)CN2C(=O)COc3ccc(Cl)cc32)c1	2.4	-54	nt	1	89	nt	82	nt	5	nt
COCCN(C(=O)CSc1nnc2cc(C)c3ccccc3n12)c1c(N)n(Cc2ccccc2)c(=O)[nH]c1=O	-0.3	-34	nt	-1	59	-2	61	0	31	3
O=C(CSc1cccc2cccnc12)N1CCCC1	-5.6	19	-34	1	8	0	8	17	2	-6
Cc1cc(C)cc(N(CC(=O)NCc2ccco2)C(=O)c2snc(C(N)=O)c2N)c1	-2.2	-41	26	nt	86	5	96	-8	9	nt
Cn1cccc1Cc1nnc(SCC(=O)NCc2ccccc2Cl)n1-c1ccc(F)cc1	-2.8	-1	9	0	103	1	85	-5	29	-11
CCOc1ccc2c(c1)c1nnc(SCC3CCCO3)nc1n2C (stereo not given)	-5.3	-22	-7	-1	88	3	76	3	7	-18
COc1c(Cl)cc(-c2noc(C)c2C(=O)NCCc2ccc(C)cc2)cc1Cl	0.2	-23	14	nt	88	12	93	5	12	-5
COc1ccc(NC(=O)c2ccc3snnc3c2)cc1	0.2	-6	4	nt	90	6	82	-2	20	nt
Cc1ccc(Cn2c(S(=O)(=O)O)nc3ccccc32)cc1	-2.3	-14	1	-3	95	5	97	1	6	18
CCOC(=O)C1CCN(S(=O)(=O)c2c(C)n(C)c(=O)n(C)c2=O)CC1	-0.5	-17	nt	0	99	2	105	-3	19	-6
CN(C)CCN(Cc1ccc(Cl)cc1)c1ccccn1	-2.9	-20	nt	nt	76	6	78	9	28	3
O=C(O)c1c(Cl)c(Cl)c(Cl)c(Cl)c1C(=O)N1CCCC1	-1.0	5	17	1	113	4	105	3	4	-23
COc1ccc(C2=NOC(C(=O)NCc3ccc(F)cc3)C2)cc1 (stereo not given)	-2.9	-32	nt	7	88	6	99	6	3	-11
Cc1ccc(S(=O)(=O)CC(=O)c2ccc(C)c([N+](=O)[O-])c2)cc1	0.4	-57	29	0	98	7	84	-2	4	-18
COc1cc(C(=O)N2CCC(NC(=O)C(Cc3ccc(C(C)C)cc3)NC(C)=O)CC2)cc(OC)c1OC (stereo not given)	-3.9	-1	-35	nt	96	0	94	-7	10	-5
Cc1cc(C)c2cc(CN(Cc3cccnc3)C(=O)c3ccc(F)cc3)c(Cl)nc2c1	-2.1	-3	28	nt	52	1	60	-1	4	-8
Cc1nn(CC(=O)Nc2ccc(N(C)C)cc2)c(C)c1[N+](=O)[O-]	-0.3	-1	nt	0	96	0	94	4	1	-1
